Screens as filed in PubChem BioAssay.
ULK1 primary: inhibitors of human ULK1 kinase | 30,000 compounds, 1.9% hits | inhibition, % at 5.96 µM | AlphaScreen Atg13 phosphorylation by ULK1, luminescence | O75385 | AID 1259251; in the data active means inhibition above about 43%;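 further: 0% = median of compound wells and 100% = no enzyme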
ASK1 inh: human ASK1 kinase inhibition, primary screen | AlphaScreen MKK6 phosphorylation by ASK1, luminescence | inhibition, % at 7.44 µM | 22,000 compounds, 0.99% hits | AID 1159602; in the data active means inhibition above about 35%;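 further: 0% = median of compound wells and 100% = no enzyme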
Target sequence (Q99683 whole entry, looked up): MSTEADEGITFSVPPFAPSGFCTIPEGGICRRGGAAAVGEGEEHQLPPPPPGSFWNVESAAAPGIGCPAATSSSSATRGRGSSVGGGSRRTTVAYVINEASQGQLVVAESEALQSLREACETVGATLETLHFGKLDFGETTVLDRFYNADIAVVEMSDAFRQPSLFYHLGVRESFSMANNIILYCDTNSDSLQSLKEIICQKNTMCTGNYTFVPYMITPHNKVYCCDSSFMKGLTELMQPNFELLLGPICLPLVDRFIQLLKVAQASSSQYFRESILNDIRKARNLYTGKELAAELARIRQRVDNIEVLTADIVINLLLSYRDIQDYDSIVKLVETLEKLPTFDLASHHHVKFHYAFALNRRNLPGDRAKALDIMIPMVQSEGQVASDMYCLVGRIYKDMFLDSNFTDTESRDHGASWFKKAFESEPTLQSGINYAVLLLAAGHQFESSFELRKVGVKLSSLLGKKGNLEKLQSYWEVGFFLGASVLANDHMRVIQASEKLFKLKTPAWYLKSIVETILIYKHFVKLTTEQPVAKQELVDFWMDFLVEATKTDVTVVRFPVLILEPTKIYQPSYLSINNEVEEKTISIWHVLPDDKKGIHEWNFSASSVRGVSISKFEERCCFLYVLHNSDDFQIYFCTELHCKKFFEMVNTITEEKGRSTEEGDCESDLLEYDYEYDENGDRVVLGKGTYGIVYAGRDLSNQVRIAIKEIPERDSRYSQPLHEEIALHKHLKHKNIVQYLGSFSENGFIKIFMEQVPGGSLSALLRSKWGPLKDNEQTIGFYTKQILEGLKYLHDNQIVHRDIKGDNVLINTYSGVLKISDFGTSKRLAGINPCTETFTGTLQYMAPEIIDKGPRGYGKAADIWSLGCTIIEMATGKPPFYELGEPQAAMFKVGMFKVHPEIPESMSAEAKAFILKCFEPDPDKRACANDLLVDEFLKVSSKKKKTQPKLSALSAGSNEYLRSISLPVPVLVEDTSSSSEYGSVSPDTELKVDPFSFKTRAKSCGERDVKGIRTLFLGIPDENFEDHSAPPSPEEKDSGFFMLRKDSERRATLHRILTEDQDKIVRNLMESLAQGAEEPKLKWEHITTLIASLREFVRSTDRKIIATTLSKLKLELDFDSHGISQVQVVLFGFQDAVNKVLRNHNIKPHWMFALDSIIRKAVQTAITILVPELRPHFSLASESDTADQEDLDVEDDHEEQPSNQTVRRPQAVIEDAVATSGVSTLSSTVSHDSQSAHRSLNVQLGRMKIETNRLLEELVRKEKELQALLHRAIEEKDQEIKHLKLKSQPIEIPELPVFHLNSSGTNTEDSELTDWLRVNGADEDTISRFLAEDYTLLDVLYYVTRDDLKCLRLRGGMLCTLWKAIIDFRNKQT
Numbers without * were called inactive.

`CC(=O)OC1CCC2(C)C(=CCC3C2CCC2(C)C3CC3OC32C(=O)C2CO2)C1` (configuration not stated) gave ULK1 primary 23.
Screening O=C(NC1CC1)c1ccc(-c2nc(Nc3ccc(Oc4ccccc4)cc3)c3ncn(-c4ccsc4)c3n2)cc1 returned ULK1 primary 21 and ASK1 inh 6.
`O=C(Nc1ccc2oc(-c3ccccc3F)cc(=O)c2c1)c1ccncc1` gave ULK1 primary -5.
COc1cccc(-c2cc(-c3cn[nH]c3)cc3c(=O)[nH]c(C4COc5ccc(OC)cc5C4)nc23)c1 (configuration not stated) was read as ULK1 primary -33 and ASK1 inh 14.
For COc1cc(Nc2nc3c(NCc4cccc(C(F)(F)F)c4)ncnc3n2C(C)C)cc(OC)c1OC the results were ULK1 primary -41 and ASK1 inh 19.
Screening OCCNc1cc(NCc2cccnc2)ncn1 returned ULK1 primary 9 and ASK1 inh -10.
`C[C@]12CC[C@@H]3c4ccc(O)cc4CC[C@H]3[C@@H]1C[C@@H](O)[C@@H]2O` gave ULK1 primary -3.
`O=C(NC1CC1)c1cnc(Nc2ccc(-n3ccnc3)cc2)s1` gave ULK1 primary 8 and ASK1 inh 3.
For O=C(NCCN1CCOCC1)c1ccc2nc(Nc3cccnc3)sc2c1 the results were ULK1 primary 1 and ASK1 inh -11.
Screening COc1ccc(C(O)C(=O)Nc2ccc(-c3cn[nH]c3)cc2N2CCN(C)CC2)cc1 (configuration not stated) returned ULK1 primary -7 and ASK1 inh -11.
For CC(C)(CO)NC(=O)c1cccc(-n2cc(Nc3nnnn3-c3ccccc3)cn2)c1 the results were ULK1 primary 10 and ASK1 inh 14.
For O=C(Cc1cn(-c2ccc(Nc3ccc4ncccc4c3)nn2)c2ccccc12)NC1CC1 the results were ULK1 primary -18 and ASK1 inh 17.
`CCCNc1nc(Nc2nc3ccccc3n2C)nc(N(CC)CC)n1` gave ULK1 primary -11 and ASK1 inh -13.
CCOC(=O)C1=C(C)NC2=C(C(=O)CC(C)(C)C2)C1c1ccc(C)cc1 (configuration not stated) was read as ULK1 primary -2.
For CC1CN(c2nc(-c3ccc(Cl)cc3)c(S(C)(=O)=O)cc2C#N)CC(C)O1 (configuration not stated) the results were ULK1 primary 3.
Screening COc1nc(N)nc(-c2ccccc2)n1 returned ULK1 primary -1 and ASK1 inh 14.
Screening c1ccc2c(-c3nccc(NC4CC4)n3)csc2c1 returned ULK1 primary 1 and ASK1 inh 0.
Nc1cccc(-c2nc(C(=O)NCCN3CCOCC3)cs2)c1 was read as ULK1 primary 1 and ASK1 inh 0.
c1ccc(OCCNc2nc(N3CCN(c4ccccn4)CC3)nc3c2ncn3C2CCCCC2)cc1 was read as ULK1 primary -11 and ASK1 inh 13.
O=C(NC1CC1)c1ccc(-c2nc(NCc3nc4ccccc4[nH]3)c3ncn(Cc4ccc(C(F)(F)F)cc4)c3n2)cc1 was read as ULK1 primary -5 and ASK1 inh 7.
For NC(=O)c1ccc(-c2nc3ncnc(NCCCN4CCCC4=O)c3[nH]2)cc1 the results were ULK1 primary 6 and ASK1 inh 10.
For Cc1cccc(NC(=O)c2ccc(Br)o2)c1N1CCC2(CC1)OCCO2 the results were ULK1 primary -1 and ASK1 inh -4.
`Cn1c(Nc2nccc(NCCCN3CCCC3=O)n2)nc2ccccc21` gave ULK1 primary 2 and ASK1 inh -1.
For Cn1cc(Br)c(C(=O)NC(=S)Nc2ccc(S(N)(=O)=O)cc2)n1 the results were ULK1 primary 3.
c1nc2nc(NCc3ccc4c(c3)OCO4)nc(NCCN3CCOCC3)c2[nH]1 was read as ULK1 primary -9 and ASK1 inh -14.
For O=C(NC1CC1)c1cccc(-c2ccc(N3CCOCC3)nc2)c1 the results were ULK1 primary 1 and ASK1 inh -5.
CC(C)n1cnc2c(Nc3ccc(N4CCOCC4)cc3)nc(NCCN3CCOCC3)nc21 was read as ULK1 primary 23 and ASK1 inh 2.
`CC(=O)c1cccc(-c2nc(Nc3ccc(N4CCOCC4)cc3)c3ncn(C4CCCCC4)c3n2)c1` gave ULK1 primary 21 and ASK1 inh 0.
Cc1cc(NCCc2ccccn2)nc(-c2cccc(OC(F)(F)F)c2)n1 was read as ULK1 primary -24 and ASK1 inh 0.
For Nc1cccc(-c2nc(NCc3cccnc3)c3[nH]cnc3n2)c1 the results were ULK1 primary 69* and ASK1 inh -12.

Next part, overlapping the part above by two compounds.
Cc1cc(NCCc2ccccn2)nc(-c2cccc(OC(F)(F)F)c2)n1 was read as ULK1 primary -24 and ASK1 inh 0.
For Nc1cccc(-c2nc(NCc3cccnc3)c3[nH]cnc3n2)c1 the results were ULK1 primary 69* and ASK1 inh -12.
CCN(CC)S(=O)(=O)c1c(C)nn(S(=O)(=O)c2ccc(Br)cc2)c1C was read as ULK1 primary 8.
CC(C)n1cnc2c(NC3CCN(Cc4ccccc4)CC3)nc(-c3ccc(N4CCN(C)CC4)cc3)nc21 was read as ULK1 primary -31 and ASK1 inh 12.
Screening O=C(Nc1ccc(-c2cn[nH]c2)cc1)N[C@H](Cc1ccccc1)C(=O)O returned ULK1 primary -7 and ASK1 inh 3.
Cn1c(Nc2cc(NCCN3CCOCC3)nc(N)n2)nc2ccccc21 was read as ULK1 primary 7 and ASK1 inh -21.
For Cc1nc(NCc2ccccc2)cc(-c2cncc(-c3ccc(F)cc3)c2)n1 the results were ULK1 primary -23.
O=C(c1ccc2[nH]ncc2c1)N1CCCN(C(=O)C(O)c2ccc(Br)cc2F)CC1 (configuration not stated) was read as ULK1 primary 9 and ASK1 inh -7.
Screening CSCCC(N)C(=O)O (configuration not stated) returned ULK1 primary 5.
`CCCNC(=O)Cc1cn(-c2ccc(NCc3cccnc3)nn2)c2ccccc12` gave ULK1 primary 6 and ASK1 inh -11.
Screening CN1CCN(c2ccc(-c3nc(NC4CC4)c4ncn(-c5ccccc5)c4n3)cc2)CC1 returned ULK1 primary -8 and ASK1 inh 10.
Screening Cn1cc(-c2ncoc2-c2cc(Nc3ccc(N4CCOCC4)cc3)ncc2F)cn1 returned ULK1 primary 5 and ASK1 inh 7.
Screening CN1CCC(N(C(=O)CCC(=O)O)C2CC2)CC1 returned ULK1 primary 4.
O=C(NCCOc1ccccc1)c1csc(Nc2ccncc2)n1 was read as ULK1 primary 13 and ASK1 inh 2.
For Nc1cccc(-c2ccc(C(=O)NCCO)s2)c1 the results were ULK1 primary -21 and ASK1 inh -4.
O=C(Nc1ccc2c(c1)OCO2)c1cc(N2CCN(c3ccccn3)CC2)nc2ccccc12 was read as ULK1 primary 13 and ASK1 inh 18.
`COc1ccc(CN2CCN(C(=O)CCC3CCCC3)CC2)c(OC)c1` gave ULK1 primary -11.
Screening Oc1ccc(CCNc2nc(-c3ccc(N4CCOCC4)nc3)nc3c2ncn3Cc2ccc(C(F)(F)F)cc2)cc1 returned ULK1 primary -61 and ASK1 inh 17.
`O=C(NCc1cccnc1)c1ccc(-c2csc3ccccc23)s1` gave ULK1 primary -25 and ASK1 inh -1.
`c1cncc(CNc2ncnc3nc(Nc4ccc5ncccc5c4)[nH]c23)c1` gave ULK1 primary 18 and ASK1 inh 8.
For OCCNc1cc(NC2CCN(Cc3ccccc3)CC2)ncn1 the results were ULK1 primary 5 and ASK1 inh -15.
Screening Fc1ccc(-c2cc(N3CCCCC3)nc(-c3cccnc3)n2)cc1 returned ULK1 primary -18.

As a short view, 2 of the compounds above.
`CC(=O)OC1CCC2(C)C(=CCC3C2CCC2(C)C3CC3OC32C(=O)C2CO2)C1` (configuration not stated) gave ULK1 primary 23.
Screening O=C(NC1CC1)c1ccc(-c2nc(Nc3ccc(Oc4ccccc4)cc3)c3ncn(-c4ccsc4)c3n2)cc1 returned ULK1 primary 21 and ASK1 inh 6.

(continued)
Screening C#CCN(C)C(=O)c1ccc(N)cc1Cl returned ULK1 primary -3.
`CC(=O)c1cccc(-c2nc(N)c3ncn(-c4ccccc4)c3n2)c1` gave ULK1 primary 1 and ASK1 inh 4.
Screening Cc1cc(Nc2ccc3c(c2)OCO3)nc(NCc2cccnc2)n1 returned ULK1 primary 13 and ASK1 inh 14.
Screening COc1ccc(CCNc2nc(NC3CCN(Cc4ccccc4)CC3)nc3c2ncn3C(C)C)cc1 returned ULK1 primary -11 and ASK1 inh 13.
Screening CSc1ccc2c(c1)C(N1CCN(C)CC1)Cc1ccccc1S2 (configuration not stated) returned ULK1 primary 13.
CCCNc1nc(-c2ccc(OC)nc2)nc2c1ncn2-c1ccsc1 was read as ULK1 primary -56 and ASK1 inh -12.
Screening CCN(CC)CCNC1=CC(=O)OC12CCCCC2 returned ULK1 primary 6.
`Cc1nc(C)n(-c2ccc(Nc3cc(-c4nn(-c5nccs5)cc4-c4ccccc4)ccn3)cc2)n1` gave ULK1 primary -19 and ASK1 inh -1.
Screening O=C1CCCN1CCn1cnc2c(NCc3ccccc3)nc(NC3CCC(O)CC3)nc21 (configuration not stated) returned ULK1 primary 0 and ASK1 inh 6.
`COc1cc(Nc2nc(N3CCCC3CO)ncc2C)cc(OC)c1OC` (configuration not stated) gave ULK1 primary 40 and ASK1 inh 5.
Screening COCC(=O)Nc1ccc2c(c1)N(C)C(=O)C(C)(C)CO2 returned ULK1 primary 3.
`COc1ccc(N2CCn3c(SCc4cccc(C)c4)nnc32)cc1` gave ULK1 primary 13.
NC(=O)c1ccc(-c2nc3ccc(C(=O)NCCCN4CCCC4=O)cc3s2)cc1 was read as ULK1 primary 4 and ASK1 inh 6.
CCOCCCNC(=O)c1ccc(COc2cccc3c2OC(C)(C)C3)cc1 was read as ULK1 primary 2.
O=C(Nc1ccc(Oc2ccccc2)cc1)c1csc(-c2cccs2)n1 was read as ULK1 primary -10 and ASK1 inh 6.
COc1ccc(-c2ncc(C(=O)NC3CC3)s2)cn1 was read as ULK1 primary -1 and ASK1 inh 4.
For CCCn1c(C2CCNCC2)nc(-c2ccc(Cl)c(Cl)c2)c1-c1ccnc(NC2CCCCC2)n1 the results were ULK1 primary -5 and ASK1 inh 3.
Screening O=C(NCc1cccnc1)c1cncc(-c2ccc(C(=O)NC3CC3)cc2)c1 returned ULK1 primary 1 and ASK1 inh -16.
NC(CO)(CO)CO was read as ULK1 primary 10.
Screening Cc1cnc(CNc2nc3ccccc3n3ccnc23)cn1 returned ULK1 primary 12.
Screening COCCNc1nccc(-c2ccc(S(C)(=O)=O)cc2)n1 returned ULK1 primary 6 and ASK1 inh 3.
Screening Cc1cnc(Nc2nc3ccccc3n2C)nc1NCc1cccnc1 returned ULK1 primary -5 and ASK1 inh -9.
CCNc1ncc(C(=O)NCc2nc3ccccc3[nH]2)s1 was read as ULK1 primary 2 and ASK1 inh -1.
For FC(F)(F)c1cccc(CNc2nc(N3CCc4ccccc4C3)nc3c2ncn3C2CCCCC2)c1 the results were ULK1 primary 7 and ASK1 inh 6.
For c1cnc2ccc(Nc3nc(Nc4ccc(N5CCOCC5)cc4)c4[nH]cnc4n3)cc2c1 the results were ULK1 primary -12 and ASK1 inh 41*.
For O=C(NCCc1ccc(O)cc1)c1csc(Nc2ccncc2)n1 the results were ULK1 primary -2 and ASK1 inh 7.
`O=C(NCc1cccc(C(F)(F)F)c1)c1cc(N2CCOCC2)nc2ccccc12` gave ULK1 primary -24 and ASK1 inh -14.
COc1ccc(CCNCC(O)COc2cccc(C)c2)cc1OC (configuration not stated) was read as ULK1 primary 2.
CC(=O)c1ccc(NC(=O)CSc2ncc(-c3ccccc3)n2C)cc1 was read as ULK1 primary -12.
For COc1cc2nc(-c3ccc(C(=O)N4CCN(C)CC4)cc3)nc(NC3CC3)c2cc1OC the results were ULK1 primary -13 and ASK1 inh -7.
Screening Cc1ccnc2c1NC(=O)c1cccnc1N2C1CC1 returned ULK1 primary 6.
For O=C1CCCN1CCCNc1nc(Nc2ccccc2)nc2c1ncn2C1CCCCC1 the results were ULK1 primary -6 and ASK1 inh -1.
O=C(C1CCCCN1S(=O)(=O)c1ccc(Cl)s1)N1CCN(c2ccccc2)CC1 (configuration not stated) was read as ULK1 primary 6.
`CCCNC(=O)c1csc(N2CCCC(C(=O)N(CC)CC)C2)n1` (configuration not stated) gave ULK1 primary 0 and ASK1 inh -7.
For CN(C)c1cccc(Nc2nc3ccc(C(=O)NC4CCN(Cc5ccccc5)CC4)cc3s2)c1 the results were ULK1 primary 27 and ASK1 inh 27.
Screening COc1ccc2c(c1)CC(c1nc3ccc(-c4ccncc4)cc3[nH]1)CN2C (configuration not stated) returned ULK1 primary 5 and ASK1 inh 16.

Ordered by number of heavy atoms (smallest number first): 6 of the compounds above
Screening Cc1ccnc2c1NC(=O)c1cccnc1N2C1CC1 returned ULK1 primary 6.
`CCCNC(=O)c1csc(N2CCCC(C(=O)N(CC)CC)C2)n1` (configuration not stated) gave ULK1 primary 0 and ASK1 inh -7.
COc1ccc(CCNCC(O)COc2cccc(C)c2)cc1OC (configuration not stated) was read as ULK1 primary 2.
CC(=O)c1ccc(NC(=O)CSc2ncc(-c3ccccc3)n2C)cc1 was read as ULK1 primary -12.
Screening COc1ccc2c(c1)CC(c1nc3ccc(-c4ccncc4)cc3[nH]1)CN2C (configuration not stated) returned ULK1 primary 5 and ASK1 inh 16.
For CN(C)c1cccc(Nc2nc3ccc(C(=O)NC4CCN(Cc5ccccc5)CC4)cc3s2)c1 the results were ULK1 primary 27 and ASK1 inh 27.
